# TbPYK inhibitor: inhibitors of Trypanosoma brucei pyruvate kinase; TbPYK enzyme, Kinase-Glo Plus ATP luminescence, 45 min; Q57TT1; Potency, µM (doses to about 76.8 µM), for inactives: at the top dose activity, negative = inhibition, actives largely listed as inhibitors; actives 0.12% (n = 410,000); note: potency is the fitted concentration of half-maximal effect; % is set by controls: 0 for no effect and ±100 for the full control effect; nearly all actives have a fitted effect of over 50% in size
#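 In this concentration-response screen, enzyme-free wells defined baseline while DMSO plates tracked drift. Each reaction combined TbPYK, substrate, compound and 130 uM ADP for 45 min at room temperature. Kinase-Glo Plus luminescence gave the signal.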
# Cycloheximide cs: counter-screen for Shiga toxin inhibitors: cycloheximide protein synthesis inhibition; cell reporter, cycloheximide protein synthesis inhibition counterscreen; max response, %; actives 12% (n = 300,000); AID 2314; in the data active = max response mostly above about 13%, no sharp cut-off; inactive = mostly below about 14%; note: read at 38.3 µM for the half of the compounds with a filed dose; 0% is about no effect
# Pf growth 96h: P. falciparum growth inhibition at 96 hour, primary screen for plastid delayed-death inhibitors. Potency, µM (top dose mostly 28.7 µM), inactives show top-dose activity change, negative = inhibition, actives largely listed as inhibitors. actives 6.9% (n = 320,000). AID 504834. P. falciparum luciferase reporter growth, 96 h; note: potency is the fitted concentration of half-maximal effect; % is set by controls: 0 for no effect and ±100 for the full control effect
#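 Delayed-death screen, second-generation endpoint: infected erythrocytes, 2% hematocrit, 0.05% parasitemia final; 96 hours at 37 C, 5% CO2; luciferase detection reagent; luminescence decrease equals reduced growth.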
# LmPK inh: LmPK (Leishmania mexicana) enzyme inhibition; Q27686; purified LmPK, Kinase-Glo ATP luminescence, 1 h; Potency, µM (doses to about 57.5 µM), without a hit: at the highest dose activity change, negative = inhibition, hits mostly inhibitors; actives 0.37% (n = 290,000); note: potency is the fitted concentration of half-maximal effect; % is set by controls: 0 for no effect and ±100 for the full control effect
# Target sequence (Q27686 whole entry, looked up): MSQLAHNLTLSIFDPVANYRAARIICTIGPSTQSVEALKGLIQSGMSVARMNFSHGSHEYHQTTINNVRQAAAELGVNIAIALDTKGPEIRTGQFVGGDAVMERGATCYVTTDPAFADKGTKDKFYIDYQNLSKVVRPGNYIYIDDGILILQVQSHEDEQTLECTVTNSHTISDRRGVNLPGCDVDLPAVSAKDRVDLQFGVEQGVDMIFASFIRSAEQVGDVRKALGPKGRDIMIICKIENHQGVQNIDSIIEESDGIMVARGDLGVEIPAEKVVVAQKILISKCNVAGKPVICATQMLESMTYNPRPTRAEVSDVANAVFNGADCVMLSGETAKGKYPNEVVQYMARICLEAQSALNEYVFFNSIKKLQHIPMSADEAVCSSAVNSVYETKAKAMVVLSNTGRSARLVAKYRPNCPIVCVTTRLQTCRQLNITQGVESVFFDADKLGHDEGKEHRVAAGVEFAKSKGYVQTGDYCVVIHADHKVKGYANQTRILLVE
#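 Purified LmPK (0.1 nM) converted ADP (0.1 mM) to ATP with PEP (0.5 mM) in imidazole buffer pH 7.2 with KCl and MgCl2, 1 h at room temperature. ATP was read by Kinase-Glo luminescence; data normalized to uninhibited and no-enzyme controls.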
# Pf growth 48h: inhibits P. falciparum growth in the first generation, 48 h; Potency, µM (series often up to 28.7 µM), inactives show at the top dose activity change, negative = inhibition, most hits filed as inhibitors; P. falciparum luciferase growth in erythrocytes, 48 h; actives 5.9% (n = 310,000); note: potency is the fitted concentration of half-maximal effect; % is set by controls: 0 for no effect and ±100 for the full control effect
#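 Luciferase-expressing parasites in RBCs, 2% Hct / 0.1% parasitemia final; RPMI 1640 + 0.5% Albumax; 37 C, 5% CO2, one generation; luminescence read-out, lower signal = inhibition.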
# AMA1 RON2 block: inhibitors of Plasmodium falciparum AMA1-RON2 interaction; AlphaScreen AMA1-biotinylated RON2 peptide binding; Potency, µM (top dose mostly 58.2 µM), for the others: at the highest dose activity change, negative = inhibition, hits mostly inhibitors; actives 0.2% (n = 360,000); AID 720542;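 note: potency is the fitted concentration of half-maximal effect; 0% = vehicle wells and -100% = peptide control; nearly all actives have a fitted effect of over 45% in size; some results filed as inactive show a strong effect at the top dose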
#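 AMA1 (3D7) with his tag at 25 nM final met compounds first, then biotinylated RON2 peptide at 25 nM; detection used donor plus acceptor beads, 10 µg/mL apiece, read by AlphaScreen after 30 min at room temperature.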
# Shiga inhibitor: inhibitors of Shiga toxin in Vero cells | actives 9.2% (n = 290,000) | AID 2315 | Vero cells, Shiga toxin protein synthesis inhibition reporter | inhibition, % at 38.7 µM; in the data active = inhibition mostly above about 28%, no sharp cut-off; inactive = mostly below about 43%; note: 0% is about no effect
# Numbers without * were called inactive; u = inconclusive; x = not tested or not shown; [ ] = dose if it differs, or a comment. Unless noted, calls come from the whole dose curve; as a rule, active = well fitted curve in the direction sought with a large enough effect; inconclusive = small, poorly fitted or top-dose-only effect, or another doubt; inactive = no such curve, though single readings can be large; an effect the other way counts as inactive or inconclusive. Compounds as they come; any-hit rate near 21%.
1	CN(C)CCN(Cc1cc2cc3c(cc2[nH]c1=O)OCCO3)C(=S)NCC1CCCO1 (centres undefined)
2	O=C(O)c1ccc(CN(Cc2ccccc2)S(=O)(=O)c2ccc(Cl)cc2)cc1
3	Cc1ccc(C(=O)NNC(=O)CCN2C(=O)C3CCCCC3C2=O)cc1 (centres undefined)
4	COc1cc2cc(CN(Cc3cccs3)C(=S)Nc3cccc(C)c3)c(=O)[nH]c2cc1OC
5	COC(=O)C1=C(C)NC(C)=C(C(=O)OC)C1c1ccc(N(C)C)cc1
6	Cc1[nH]c(C)c(S(=O)(=O)Nc2cccc(Cl)c2C)c1C(=O)N1CCCCC1
7	CCC(c1nnnn1Cc1ccco1)N(CCc1ccccc1)Cc1cc2ccc(OC)cc2[nH]c1=O (centres undefined)
8	COC(=O)CSc1nnc(CSc2nc(C)cc(C)n2)n1Cc1ccco1

screen / no.	1	2	3	4	5	6	7	8
TbPYK inhibitor	2%	-9%	-3%	x	6%	-10%	-20%	1%
Cycloheximide cs	-3	-4	-2	1	-3	-7	1	-4
Pf growth 96h	23%	4%	-2%	0%	441%[activator]	-6%	x	x
LmPK inh	4%	10%	-5%	2%	-1%	-3%	0%	5%
Pf growth 48h	-2%	25%	-4%	u	-21%	-8%	5.9µM*	20%
AMA1 RON2 block	-2%	9%	41%[activator]	x	-23%	-11%	36%[activator]	5%
Shiga inhibitor	17	-8	-12	-11	-13	-7	-2	-2

9	COc1ccc(CCNc2nc3ccccc3n3nnnc23)cc1OC
10	CCc1cc2cc3c(cc2nc1SCC(=O)Nc1nnc(C)s1)OCCO3
11	CCCCN(CC)Cc1ccc(CNC(=S)Nc2c(C)cc(C)cc2C)o1
12	Cc1ccc(S(=O)(=O)N(C)C(=O)NC(=O)NS(=O)(=O)c2ccccc2)cc1
13	CC(NC(=O)c1ccccc1)c1nnc(SCC(=O)NC2CCCC2)n1C (centres undefined)
14	O=c1c2[nH]c3ccccc3c2ncn1CCC1=CCCCC1
15	Cn1c(N)c(N2CCCCC2)c(=O)n(CC(=O)Nc2ccc(Cl)c(Cl)c2)c1=O
16	Cc1cc(-c2ccccc2)nc2cc(C(=O)N(Cc3ccccc3)Cc3ccccc3)nn12

screen / no.	9	10	11	12	13	14	15	16
TbPYK inhibitor	-8%	6%	-9%	5%	5%	5%	-6%	-11%
Cycloheximide cs	11	2	9	-1	-3	-1	-2	-2
Pf growth 96h	7%	63%[activator]	-26%	95%[activator]	4%	16%	x	-15%
LmPK inh	12%	4%	-1%	9%[11.5 µM]	-2%	6%	-1%	1%
Pf growth 48h	x	-7%	u	6%	-16%	36%[activator]	23%	u
AMA1 RON2 block	42%[activator]	3%	-7%	6%	1%	-11%	30%[activator]	36%[activator]
Shiga inhibitor	14	2	-8	1	-7	36	4	12

17	O=C(CSc1nnc(NC(=O)c2cccc(Br)c2)s1)NCC1CCCO1 (centres undefined)
18	COCCNC(=O)C(NC(=O)C1CCC(C)CC1)C(C)C (centres undefined)
19	COc1ccc(C(=O)Nc2ccc(NC(=O)c3cccs3)cn2)cc1
20	Cc1c(C(=O)O)sc2nc3n(c(=O)c12)CCCCC3
21	COc1ccc(C(=O)Nc2cccc(C(C)=O)c2)c(OC)c1OC
22	O=C(CNC(=O)c1cccs1)c1ccc(Br)cc1
23	O=C(Nc1ccc(C(=O)OC[C@@H]2CCCN3CCCC[C@H]23)cc1)c1cccc(Br)c1
24	O=c1ccccn1CCOc1ccc(Cl)cc1

screen / no.	17	18	19	20	21	22	23	24
TbPYK inhibitor	-6%	9%	-1%	5%	3%	0%	6%	1%
Cycloheximide cs	6	7	20*	1	22*	39*	-3	33*
Pf growth 96h	3%	37%[activator]	-13%	-13%	29%	0%	2.6µM*	-28%
LmPK inh	-7%	0%	-8%	0%	0%	-1%	2%	-6%
Pf growth 48h	31%[activator]	6%	38%[activator]	2%	x	124%[activator]	1.9µM*	-5%
AMA1 RON2 block	-15%	-3%	u	7%	4%	0%	-20%	-12%
Shiga inhibitor	1	19	43	29	69*	109*	2	35*

# Quoted at random: 6 compounds from above.
4	COc1cc2cc(CN(Cc3cccs3)C(=S)Nc3cccc(C)c3)c(=O)[nH]c2cc1OC
14	O=c1c2[nH]c3ccccc3c2ncn1CCC1=CCCCC1
2	O=C(O)c1ccc(CN(Cc2ccccc2)S(=O)(=O)c2ccc(Cl)cc2)cc1
7	CCC(c1nnnn1Cc1ccco1)N(CCc1ccccc1)Cc1cc2ccc(OC)cc2[nH]c1=O (centres undefined)
3	Cc1ccc(C(=O)NNC(=O)CCN2C(=O)C3CCCCC3C2=O)cc1 (centres undefined)
22	O=C(CNC(=O)c1cccs1)c1ccc(Br)cc1

screen / no.	4	14	2	7	3	22
TbPYK inhibitor	x	5%	-9%	-20%	-3%	0%
Cycloheximide cs	1	-1	-4	1	-2	39*
Pf growth 96h	0%	16%	4%	x	-2%	0%
LmPK inh	2%	6%	10%	0%	-5%	-1%
Pf growth 48h	u	36%[activator]	25%	5.9µM*	-4%	124%[activator]
AMA1 RON2 block	x	-11%	9%	36%[activator]	41%[activator]	0%
Shiga inhibitor	-11	36	-8	-2	-12	109*

# The list continues.
25	COc1ccccc1OCCOc1ccc(/C=C2\C(=N)N3N=C(C)SC3=NC2=O)cc1
26	Nc1nnc(SCC(=O)NCCOc2ccccc2)s1
27	CN(CC1COCCO1)C(=O)c1cc(COc2c(F)cccc2F)on1 (centres undefined)
28	Brc1ccc(-c2nn3c(Cc4ccccc4)nnc3s2)o1
29	CCCNC(=O)Cn1cnc2sc(C(=O)N3CCCC(C(=O)OCC)C3)c(C)c2c1=O (centres undefined)
30	CCOc1ccc(C2=Nc3ccc(Br)cc3C(c3ccc(N4CCOCC4)cc3)=NN2)cc1
31	Cc1ccc(S(=O)(=O)NCC2COc3ccccc3O2)cc1 (centres undefined)
32	O=C(CSc1nnc(-c2ccccc2F)o1)Nc1ccc(N2CCOCC2)cc1

screen / no.	25	26	27	28	29	30	31	32
TbPYK inhibitor	1%	-7%	2%	-8%	-6%	1%	-9%	0%
Cycloheximide cs	-1	4	27*	7	12	44*	14	x
Pf growth 96h	21%	33%[activator]	-7%	u	3%	u	180%[activator]	5%
LmPK inh	4%	-5%	6%	1%	-1%	-1%	9%	x
Pf growth 48h	-15%	-8%	35%[activator]	17%	-3%	10µM*	5%	24%
AMA1 RON2 block	17%	0%	-4%	11%	6%	8%	-10%	-2%
Shiga inhibitor	2	17	53*	39	63	56*	-4	x

33	COc1ccc(S(=O)(=O)c2c(O)cc(C)c(NS(=O)(=O)c3ccccc3)c2C)cc1
34	C=CC(C)(C)c1[nH]cnc1/C=C1\NC(=O)C(C(C)C)NC1=O (centres undefined)
35	COc1ccc2c(c1)OC(O)(C(F)F)CC2=O (centres undefined)
36	O=c1[nH]c(C2CCN(S(=O)(=O)c3ccc(S(=O)(=O)NC4CC4)cc3)CC2)nc2c1nnn2Cc1ccc(F)cc1
37	COc1ccc(N2CC(C(=O)N(CC(C)C)c3c(N)n(Cc4ccccc4)c(=O)[nH]c3=O)CC2=O)c(OC)c1 (centres undefined)
38	Cc1ccc(-n2nnc3c(=O)n(CC(=O)NCc4ccco4)cnc32)cc1
39	Cc1ccc(C2C3CN(C(C)C)CC=C3C(C#N)=C(N)C2(C#N)C#N)cc1 (centres undefined)
40	Cc1cccc(NC(=S)NN2CCOCC2)c1C

screen / no.	33	34	35	36	37	38	39	40
TbPYK inhibitor	0%	-3%	-12%	4%	1%	-7%	2%	-9%
Cycloheximide cs	1	-3	1	-6	x	-7	0	9
Pf growth 96h	u	2.1µM*	u	u	6%	u	0%	u
LmPK inh	5%	-1%	-11%	4%	x	0%	2%	5%
Pf growth 48h	0%	u	1%	u	-3%	x	8.3µM*	x
AMA1 RON2 block	-18%	90%[activator]	9%	-24%	-13%	-3%	31%[activator]	19%
Shiga inhibitor	-3	-3	9	-3	x	-10	-3	15

41	O=C(CCS(=O)(=O)Cc1ccccc1)Nc1ccc2c(c1)OCCO2
42	O=C(NC(Cc1c[nH]c2ccccc12)C(=O)N/N=C/c1cccc2ccccc12)c1cccs1 (centres undefined)
43	O=C(CC12CC3CC(C1)CC(CC(=O)NC1=NCCS1)(C3)C2)NC1=NCCS1
44	C/C(=C\c1ccco1)CN1CCN(Cc2ccc(C)o2)C(CCO)C1 (centres undefined)
45	CN(C(=S)Nc1ccc(SC(F)F)cc1)C(c1ccccc1)c1ccccc1
46	Cc1ccc(S(=O)(=O)NCCNC(=O)CN2CCCC2)cc1
47	COC(=O)Nc1ccc2c(c1)N(C(=O)CCN1CCN3CCCC3C1)c1ccccc1S2 (centres undefined)
48	COCC(C)NC(=O)c1ccc(Cl)c(Cl)c1 (centres undefined)

screen / no.	41	42	43	44	45	46	47	48
TbPYK inhibitor	0%	-6%	-3%	4%	0%	3%	-3%	-7%
Cycloheximide cs	-2	1	-4	-3	3	1	-2	1
Pf growth 96h	2.9µM*	-7%	x	25%	u	0%	u	-1%[5.75 µM]
LmPK inh	-5%	-2%	4%	2%	2%	-2%	1%	-1%
Pf growth 48h	2%	u	9.3µM*	-9%	9.3µM*	-12%	u	12%
AMA1 RON2 block	6%	5%	-6%	-1%	21%	-1%	-21%	-7%
Shiga inhibitor	-14	-7	2	-13	-6	-10	-5	-3

49	CSc1sc(C)cc1C1C(C#N)=C(N)N(c2cccnc2)C2=C1C(=O)CCC2 (centres undefined)
50	COc1cc(C2SCC(=O)Nc3c2c(=O)[nH]n3C2CCCCCC2)cc(OC)c1OC (centres undefined)
51	Cc1ccc(S(=O)(=O)N2CCN(Cc3nc4ccccc4[nH]3)CC2)cc1C
52	COc1cccc(-c2nc3ccc([N+](=O)[O-])cc3o2)c1
53	Cc1cc2occ(CC(=O)N(CCC(C)C)c3c(N)n(Cc4ccccc4)c(=O)[nH]c3=O)c2cc1C
54	COC(=O)c1onc(-c2c(C)cc(C)cc2C)c1C(=O)OC
55	COc1ccc2cc3cc(C(=O)Nc4cc(OC)c(OC)c(OC)c4)oc3nc2c1
56	COc1ccc(C(CCN(Cc2ccc(OC)c(OC)c2)C(C)=O)c2ccccc2)cc1 (centres undefined)
57	O=S(=O)(NCc1cccnc1)c1ccc(Cl)s1
58	Clc1nc(-c2cccnc2)nc2scc(-c3ccccc3)c12

screen / no.	49	50	51	52	53	54	55	56	57	58
TbPYK inhibitor	-8%	4%	0%	1%	-2%	-3%	1%	6%	-2%	1%
Cycloheximide cs	-3	-3	1	12	x	-3	3	-6	-4	29*
Pf growth 96h	u	x	u	0%	u	-1%	u	u	6%	1µM*
LmPK inh	-1%	-6%	12%	u	x	1%	10%	2%	-2%	-4%
Pf growth 48h	u	3%	x	58%[activator]	u	16%	x	u	-2%	12µM*
AMA1 RON2 block	22%	0%	20%	2%	-15%	45%[activator]	-14%	-3%	37%	9%
Shiga inhibitor	-2	19	-15	29*	x	-16	-8	-15	-9	40*

# Screening results deposited in PubChem by National Center for Advancing Translational Sciences (NCATS).
